# Source: PubChem BioAssay
# H9c2 protect = myocardial damage modulation in H9c2 cells; actives 0.63% (n = 360,000); AID 588492; H9c2 cardiomyocytes, H2O2 injury protection, ATPLite, 2 h; protection from H2O2 cell death, % at 20 µM;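 active means compounds giving at least 50% protection of heart cells from peroxide-induced death in the single-dose screen, raw or plate-pattern-corrected value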;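 further: 0% = DMSO wells with peroxide and 100% = DMSO wells without peroxide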
# N-glyco inh = N-linked glycosylation inhibition; D54 ERlucT glycosylation luciferase reporter, 24 h; percent of 100 nM tunicamycin response; reporter increase, % at 12.5 µM; actives 0.23% (n = 360,000); AID 588692;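 active means mean luciferase reporter signal, scaled so untreated is 0 and the glycosylation-blocking control 100, at or above a set limit in every replicate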;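 further: luciferase carries N-glycosylation sites so blocking glycosylation raises the light; 0% = median of neutral control wells and 100% = median of 100 nM tunicamycin wells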
# Exocytosis inh = blocks lytic granule exocytosis; TALL-104 LAMP-1 surface exposure, flow cytometry; cells stimulated with thapsigargin and PMA; inhibition, % at 10 µM; AID 651702; actives 0.66% (n = 360,000);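 active means inhibition above about 55%, limit read from the data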
# MC4R barr agon = human MC4R agonism via beta-arrestin; actives 0.98% (n = 360,000); AID 540308; U2OS MC4R beta-arrestin complementation, luminescence; percent of melanotan II response, DMSO zero; P32245; activation, % at 8.9 µM;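 active means activation above a per-plate cutoff, the mean activation of sample wells on that plate plus 3 SD, cut at about 8% in these data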
# HTR2A ag = mouse HTR2A agonism via beta-arrestin recruitment. actives 0.66% (n = 360,000). CHO-K1 mHTR2A beta-arrestin complementation, luminescence; percent of 30 µM serotonin response. P35363. activation, % at 7.6 µM;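 active means activation above a run cutoff, the mean activation of all tested compounds plus 3 SD, cut at about 14% in these data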;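 further: 0% = plate median of compound wells and 100% = 30 µM serotonin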
# Target sequence (P35363 whole entry, looked up): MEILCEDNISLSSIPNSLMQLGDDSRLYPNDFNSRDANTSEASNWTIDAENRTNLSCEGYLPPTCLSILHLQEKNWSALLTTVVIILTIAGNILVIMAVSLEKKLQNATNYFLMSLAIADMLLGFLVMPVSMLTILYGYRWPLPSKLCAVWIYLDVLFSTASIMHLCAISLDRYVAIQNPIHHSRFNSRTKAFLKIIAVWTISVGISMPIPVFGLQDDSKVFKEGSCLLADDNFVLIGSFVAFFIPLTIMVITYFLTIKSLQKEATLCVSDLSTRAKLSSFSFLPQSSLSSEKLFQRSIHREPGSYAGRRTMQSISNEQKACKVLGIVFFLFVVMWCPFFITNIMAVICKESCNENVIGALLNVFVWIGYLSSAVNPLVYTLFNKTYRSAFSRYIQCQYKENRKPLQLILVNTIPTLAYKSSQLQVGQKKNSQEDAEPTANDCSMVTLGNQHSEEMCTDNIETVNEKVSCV
# CaV13 ICDI inh = Disruptors of the CACNA1D IQ motif to Ca2+-dependent inactivation inhibitor domain association, primary screening, Förster resonance energy transfer in intact living …. HEK cells, CFP/YFP FRET ICDI-IQ, plate reader, 10 min; percent FRET-ratio fall versus neutral wells. inhibition, % at 12.3 µM. actives 0.098% (n = 340,000);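 active means mean replicate inhibition of at least 30% and at least 1% of replicates passing that level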;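 further: 0% = median of the neutral control wells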
# ABCB6 inh 2 = blocks the human ABCB6 transporter; actives 0.19% (n = 360,000); fluorescence ratio to DMSO, % at 10 µM; K562-ABCB6 porphyrin accumulation, flow cytometry, 1 h; hits give low values;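 active means fluorescence ratio to DMSO below 75%, the collection mean minus 3 SD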;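 further: signal is porphyrin accumulated inside mitochondria; 100% equals median channel fluorescence of DMSO control wells; lower ratio means ABCB6 inhibition with less porphyrin fluorescence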
# PDI turbidity = blocks human protein disulfide isomerase activity | PDI insulin aggregation turbidity, A650, 90 min | inhibition, % at 10 µM | actives 0.052% (n = 350,000) | AID 588391;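 active means mean inhibition across replicates of 30% or more, whatever share of single replicates reach that level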;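 further: absorbance from insulin aggregation driven by PDI reduction with DTT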
# Target sequence (P07237 whole entry, looked up): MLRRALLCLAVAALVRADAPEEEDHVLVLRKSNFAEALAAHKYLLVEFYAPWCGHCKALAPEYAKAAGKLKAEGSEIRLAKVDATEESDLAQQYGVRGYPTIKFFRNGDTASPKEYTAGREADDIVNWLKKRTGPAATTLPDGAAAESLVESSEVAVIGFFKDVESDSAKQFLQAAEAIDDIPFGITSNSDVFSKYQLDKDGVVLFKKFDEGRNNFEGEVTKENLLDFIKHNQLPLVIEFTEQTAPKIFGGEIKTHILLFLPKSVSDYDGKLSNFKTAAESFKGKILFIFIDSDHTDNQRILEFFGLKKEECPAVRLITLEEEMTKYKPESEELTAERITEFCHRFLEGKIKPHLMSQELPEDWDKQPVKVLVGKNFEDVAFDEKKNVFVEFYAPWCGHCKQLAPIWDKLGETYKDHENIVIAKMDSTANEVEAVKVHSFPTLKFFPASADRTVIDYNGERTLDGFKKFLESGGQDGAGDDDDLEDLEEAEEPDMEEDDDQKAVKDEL
# ABHD5 PLIN5 PPI = blocks binding of human ABHD5 to perilipin-5; Q00G26+Q8WTS1; Split G. princeps luciferase complementation, luminescence, 4 h; inhibition, % at 4 µM; actives 0.78% (n = 360,000); AID 602281;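 active means inhibition above the mean inhibition across every tested compound plus 3 SD, cut at about 22% in these data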;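 further: 0% = DMSO only wells and the 100% control is not disclosed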
# MC4R antagonist = antagonists of human melanocortin 4 receptor (MC4R); MC4R-expressing cells, MTII-stimulated cAMP, LANCE TR-FRET; inhibition, % at 6.5 µM; actives 0.48% (n = 360,000); AID 540295;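 active means inhibition above its plate's cutoff, the mean of tested wells on that plate plus 3 SD, cut at about 29% in these data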;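 further: 0% = Melanotan II alone and 100% = Melanotan II plus saturating MCL0020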
#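 System – human MC4R-expressing U2OS cells · Also added – Melanotan II · Dosing – one concentration, 6.5 µM nominal · Timing – 30-min compound, 1-h challenge, 1-h detection, room temperature · Measured by – Eu-cAMP/anti-cAMP TR-FRET, emission 671 nm · Replicates – singlicate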
# * = called active by the depositor; . = no result given; & = joins results of further samples.
No.	compound	H9c2 protect	N-glyco inh	Exocytosis inh	MC4R barr agon	HTR2A ag	CaV13 ICDI inh	ABCB6 inh 2	PDI turbidity	ABHD5 PLIN5 PPI	MC4R antagonist
1	Cc1noc(/C=C/N(C)C)c1S(=O)(=O)N1CCCC(C(=O)NC(C)c2ccccc2)C1 (centres undefined)	0	2	-2	-2.6	2	-5	99	-2	-6	5
2	COc1cc(NC(=O)CCCNC(=O)Cn2cnc3sc(C)c(C)c3c2=O)cc(OC)c1OC	-1	1	-6	-0.2	5	-7	97	-6	-4	-2
3	CC(=O)NCCNC(=O)C1(C)Cc2c(-c3cccc(C(F)(F)F)c3)ccnc2O1 (centres undefined)	14	1	-3	-1.4	-3	-6	104	14	5	6
4	COC(=O)Cc1[nH]nc2c1C1(C(=O)N(Cc3ccc(Cl)cc3)c3ccccc31)C(C#N)=C(N)O2 (centres undefined)	-7	1	1	-0.4	1	-4	93	12	0	5
5	O=C(Nc1cccc(S(=O)(=O)N2CCCCC2)c1)C1CC1	-10	0	2	-1.1	5	-2	96	-14	-3	8
6	CCC(CC)NC(=O)COC(=O)c1ccc2c(c1)C(=O)N(Cc1ccco1)C2=O	3	1	1	0.2	-5	-5	97	-9	6	8
7	CCOC(=O)C1CCCN(C(=O)c2cc(-c3ccncc3)nc3ccccc23)C1 (centres undefined)	11	3	4	-1.4	-2	-5	99	1	5	15
8	COC(=O)c1cnc(Oc2ccc(NC(=O)NC(=O)c3c(F)cccc3F)cc2)cc1C(F)(F)F	-10	3	-4	1.1	-3	-5	94	-2	-5	21
9	C/C(=N\NC(=O)c1ccncc1)c1ccc(N2CCOCC2)cc1	-2	0	6	-1.7	2	-1	96	-5	1	-5
10	CCOC(=O)/C(=N\Nc1ccccc1Cl)N(C)C1CCS(=O)(=O)C1 (centres undefined)	-14	0	-2	-5.3	2	1	97	8	-2	0
11	CCC1Sc2ccc(S(=O)(=O)CCC(=O)N3CCc4ccccc43)cc2NC1=O (centres undefined)	1	0	-5	-2.9	1	-2	101	-5	4	3
12	CCCN1CNC(=S)N(c2ccccc2OCC)C1	9	2	-1	-1.8	5	-5	98	5	2	2
13	COc1cc(/C=N/Nc2nc(C)cc(C)n2)ccc1OC(=O)c1ccco1	11	0	1	-0.7	0	-8	102	19	2	2
14	CCC(C)(C)n1nnnc1C(c1ccc(Cl)cc1)N1CCN(C)CC1 (centres undefined)	8	1	0	0.9	-7	-7	98	-11	11	-2
15	COc1ccc(C(=O)NC(=S)Nc2ccc(N3CCOCC3)cc2)cc1Cl	-9	2	-3	1.1	8	-8	97	-5	0	-12
16	COC(=O)c1c(C)noc1-c1snnc1C	0	1	0	4.1	4	-5	97	-3	-9	25
17	Cc1nn(-c2cc(N3CCCCC3)ccc2N)c(=O)c2ccccc12	5	1	0	-2.0	-1	-8	103	10	-12	9
18	CCc1c(C)nc2[nH]nc(-c3ccccc3)n2c1=O	-2	-1	-3	0.1	6	.	99	-8	2	10
19	CCOc1ccccc1N(C(=O)c1ccco1)C(C(=O)NC1CCCC1)c1cccnc1 (centres undefined)	-1	-3	3	0.6	4	.	96	6	-1	7
20	CCCc1nnc2n1N=C(c1ccc(C)cc1)CS2	-4	3	-1	-3.0	-7	-17	103	5	0	-1
21	Cc1nc([N+](=O)[O-])cn1Cc1cccc([N+](=O)[O-])c1	0	-1	4	-0.6	2	-5	95	-3	0	1
22	CCc1cc(=O)oc2c3c(cc(OCC(=O)NCc4ccccn4)c12)OC(C)(C)CC3	18	5	-4	-1.4	-1	.	100	.	1	9
23	CCCNC(=O)C1(C)CCCN(Cc2csc(-c3ccccc3)n2)C1 (centres undefined)	1	-9	2	-0.6	-5	-5	97	-10	-12	16
24	CCOc1cccc(-c2cc(=O)[nH][nH]2)c1	-4	-1	-2	-0.4	-1	.	96	-15	-55	3
25	O=C(O)/C=C/c1ccccc1[N+](=O)[O-]	-4	2	-4	-2.1	0	-5	98	6	-4	4
26	COCCn1c(SCC(=O)Nc2cccc(F)c2)nc2c([nH]c3ccccc32)c1=O	1	.	-2	-2.4	6	-6	103	1	2	10
27	CN(C)C(=O)c1cc2c(c(-c3cccc(-c4ccccc4F)c3)n1)[C@@H](CCO)N(S(C)(=O)=O)C2	.	.	0	.	14	-5	101	.	7	.
28	O=C(Cn1cc(Cl)c([N+](=O)[O-])n1)NCCC1=CCCCC1	1	1	2	0.2	8	-4	94	-2	5	16
29	COc1ccc(S(=O)(=O)N2CCc3ccccc3C2)cc1C(=O)O	10	3	-1	-0.7	-1	-18	99	-4	2	-2
30	Cc1cc2nc(/N=C(\N)NC(=O)N3c4ccccc4Sc4ccccc43)nc(C)c2cc1C	-1&-3	-2&-3	2&-3	-0.6&-0.6	2&1	-4&-11	91&95	6&-22	1&2	-7&-7
31	COc1ccc(-c2cn[nH]c2-c2ccc(OCc3ccccc3)cc2O)cc1OC	-6	5	64*	6.1	4	-3	98	1	3	0
32	CCn1c(=O)c(=O)n(CC)c2cc(S(=O)(=O)N3CCc4ccccc43)ccc21	18	7	0	0.5	4	6	101	.	-4	-3
33	COc1ccc(/C=C(\NC(=O)c2ccc(Cl)cc2)C(=O)NCc2cccnc2)cc1OC	2	4	4	-0.3	-3	-17	118	-30	7	9
34	Cc1ccc(S(=O)(=O)NC(CC(=O)N2CCc3ccccc32)c2ccco2)cc1 (centres undefined)	-4	-1	0	-1.8	1	1	98	-3	-4	-3
35	c1ccc(CNn2nnnc2-c2ccccc2)cc1	-6	2	0	-0.6	-1	-7	94	8	1	7
36	COc1ccc(CCNC(=O)c2cc(C(=O)c3cc(C)ccc3O)cn(CCc3ccc(OC)cc3)c2=O)cc1	65*	-5	10	3.3	-3	-8	88	-15	1	11
37	COc1ccccc1-n1cc(CN2CCN(C3CCCCC3)C(CCO)C2)cn1 (centres undefined)	4	0	-1	-1.6	-1	-18	94	-2	-8	-1
38	CCCCCN(C(=O)COC(=O)c1ccc(Br)o1)c1c(N)n(CCCC)c(=O)[nH]c1=O	16	-2	6	-0.6	-1	-4	97	-9	1	1
39	CCCCc1nnc(NC(=O)C2CCCO2)s1 (centres undefined)	-3	-1	1	0.3	2	-5	108	-4	-4	5
40	O=C(Nc1ccc2cccnc2c1)c1ccc(Br)cc1	2	0	1	1.0	4	-19	98	3	-3	8
41	COc1ccc(C(c2nnnn2CS(=O)(=O)c2ccc(C)cc2)N2CCN(c3ncccn3)CC2)cc1 (centres undefined)	4	-2	-5	0.0	1	3	95	-6	5	-1
42	O=C(OCC(=O)N1CCN(c2cccc(Cl)c2)CC1)c1ccco1	5	0	0	1.0	2	-3	95	-2	-3	2
43	CCOC(=O)/C=C/C(=O)OCC(=O)Nc1cccc(Br)c1	10	1	3	-1.5	-1	.	92	-1	11	-4
44	COc1ccc(Cl)cc1NC(=O)CNc1ccccc1CN(C)C1CCCCC1	-14	-5	1	-1.6	-9	-3	102	-4	10	6
45	Cc1ccc(C)c(C(=O)COC(=O)c2cc([N+](=O)[O-])ccc2N2CCOCC2)c1	0	-2	-2	-4.6	5	-6	95	-4	-1	-9
46	COc1cccc(OC(=O)CSc2nnc(-c3ccccc3Br)o2)c1	5	1	2	-1.3	1	-3	94	0	-2	6
47	CCOc1cc(C2NC(=O)NC(O)(C(F)(F)F)C2C(=O)c2ccccc2)ccc1OC (centres undefined)	6	1	7	4.9	6	-5	100	-4	12	-2
48	CSc1cccc(NC(=S)NN(C)C)c1	0	1	11	-0.6	-1	3	101	-4	3	1
49	Cc1[nH]c2ccccc2c1C(=O)COC(=O)c1ccccc1O	-5	-2	-2	2.7	0	-6	94	1	0	-6
50	COc1ccc2cc(S(=O)(=O)N3CCOCC3)ccc2c1	0	1	-2	0.5	2	-3	98	12	-4	0
51	COc1cccc(-c2ccc(SCC(=O)NCCc3ccccc3)nn2)c1	-6	-2	2	-0.6	-5	-6	96	2	-5	-2
52	CCC(C(=O)NCCN1CCOCC1)n1c2ccccc2c2nc(=O)cc(C)n21 (centres undefined)	7	1	2	-3.6	-3	-3	103	2	-3	2
53	CC1=NCC(C)c2c1[nH]c1ccccc21 (centres undefined)	0	1	8	1.7	-3	-4	117	13	4	-3
54	O=CN/C=C/c1cccc(O)c1	1	0	-6	-2.2	-4	-6	98	-1	-8	3
55	CN(C(=O)c1ccccc1)C(=O)c1ccccc1	4	2	-4	-1.1	8	-9	104	-2	1	8
56	Cn1c(=O)c2c(SCc3cccc(C(F)(F)F)c3)nc(-c3ccco3)nc2n(C)c1=O	2	1	0	-1.7	1	-7	96	7	0	3
57	CC1CCN(C(=O)c2nc[nH]c2C(=O)N2CCC(C)CC2)CC1	1	2	34	-0.7	-2	-4	96	-8	0	2
58	CS(=O)(=O)NC1c2cccc3cccc(c23)C1N1CCOCC1 (centres undefined)	10	1	-1	-2.2	5	-9	100	-3	12	-3
59	Cc1ccc(SC(C)C(=O)NCc2ccncc2)cc1 (centres undefined)	-3	1	-2	-1.5	4	-2	100	0	-6	10
60	C=CCNc1cc(C)oc(=O)c1C(=O)CC	4	1	-3	-2.5	-3	4	95	-2	-3	0

# Additional structures
No.	compound	H9c2 protect	N-glyco inh	Exocytosis inh	MC4R barr agon	HTR2A ag	CaV13 ICDI inh	ABCB6 inh 2	PDI turbidity	ABHD5 PLIN5 PPI	MC4R antagonist
61	Cc1c(NC(=O)CN2c3cccc4cccc(c34)S2(=O)=O)c(=O)n(-c2ccccc2)n1C	0	0	2	1.2	3	-6	104	-4	-5	1
62	COc1ccc(COc2cccc(C=O)c2)cc1	-4	-7	-4	1.4	4	-6	99	5	-10	-6
63	Cc1ccc(NC(=O)COC(=O)c2ccc3c(c2)C(=O)N(CCc2ccccc2)C3=O)c(C)c1	-12	0	-2	-1.4	-6	-2	100	-5	-2	26
64	COc1ccc(/C=N\N=C2/SC(CC(=O)O)C(=O)N2c2ccc(O)cc2)cc1 (centres undefined)	0	-1	-4	-1.5	1	-5	101	7	9	-1
65	CCC(=O)NCCCc1nc2ccccc2n1Cc1ccccc1F	10	3	-2	-1.4	-3	3	98	1	-8	0
66	Cc1[nH]c2ccc(-c3n[nH]c(=S)n3Cc3ccccc3)cc2c1C	-3	0	6	-2.2	5	-14	104	-13	-4	2

# Compounds above with a COOH group (three):
No.	compound	H9c2 protect	N-glyco inh	Exocytosis inh	MC4R barr agon	HTR2A ag	CaV13 ICDI inh	ABCB6 inh 2	PDI turbidity	ABHD5 PLIN5 PPI	MC4R antagonist
25	O=C(O)/C=C/c1ccccc1[N+](=O)[O-]	-4	2	-4	-2.1	0	-5	98	6	-4	4
29	COc1ccc(S(=O)(=O)N2CCc3ccccc3C2)cc1C(=O)O	10	3	-1	-0.7	-1	-18	99	-4	2	-2
64	COc1ccc(/C=N\N=C2/SC(CC(=O)O)C(=O)N2c2ccc(O)cc2)cc1 (centres undefined)	0	-1	-4	-1.5	1	-5	101	7	9	-1
